NR1D1 modulator: modulators of Rev-erb alpha DNA binding, primary screen, biochemical, FITC-DNA, fluorescence polarization, uHTS; activity, % at 10 µM; Nuclear receptor subfamily 1 group D member 1 (Homo sapiens), P20393; AID 1259318, 2017; Rev-erbα–FITC-DNA binding, 90 min; 370,000 compounds, 0.79% hits;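 active = activity above about 14%, limit read from the data; passing the limit was not always enough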;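 also: 0% = DMSO wells with 35 nM protein and 100% = DMSO wells with 750 nM protein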
PG9 Ab binder: binders of HIV-1 gp120 antibody PG9, primary screen, biochemical, TR-FRET | AID 624416, 2012 | TR-FRET gp120-PG9 antibody binding | HIV-1 gp120 / PG9 antibody interaction | 360,000 compounds, 0.43% hits | inhibition, % at 6.7 µM; in the data active = inhibition above about 8.5%
LEDGF integ inh: blockers of LEDGF/p75-dependent integrase strand transfer – biochemical, TR-FRET, high throughput, primary screen. inhibition, % at 3.7 µM. 370,000 compounds, 0.64% hits. HIV-1 integrase (with human LEDGF/p75). TR-FRET IN-LEDGF/p75 DNA integration, Eu/Cy5;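 active = inhibition above the screen-wide mean plus 3 SD, cut at about 13% in these data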;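 also: signal is the Cy5 over europium emission ratio at 671 and 618 nm; 0% = plate median of compound wells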
HTRA1 inhibitor: HTRA1 serine protease inhibitors, primary screen, biochemical, fluorescence polarization, HTS. AID 504803, 2011. 340,000 compounds, 0.5% hits. inhibition, % at 5.96 µM. recombinant HTRA1, FP-rhodamine activity-based probe. Q92743; in the data active = inhibition above about 36%;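 also: 0% = enzyme with DMSO and 100% = wells lacking enzyme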
Target sequence (Q92743 whole entry, looked up): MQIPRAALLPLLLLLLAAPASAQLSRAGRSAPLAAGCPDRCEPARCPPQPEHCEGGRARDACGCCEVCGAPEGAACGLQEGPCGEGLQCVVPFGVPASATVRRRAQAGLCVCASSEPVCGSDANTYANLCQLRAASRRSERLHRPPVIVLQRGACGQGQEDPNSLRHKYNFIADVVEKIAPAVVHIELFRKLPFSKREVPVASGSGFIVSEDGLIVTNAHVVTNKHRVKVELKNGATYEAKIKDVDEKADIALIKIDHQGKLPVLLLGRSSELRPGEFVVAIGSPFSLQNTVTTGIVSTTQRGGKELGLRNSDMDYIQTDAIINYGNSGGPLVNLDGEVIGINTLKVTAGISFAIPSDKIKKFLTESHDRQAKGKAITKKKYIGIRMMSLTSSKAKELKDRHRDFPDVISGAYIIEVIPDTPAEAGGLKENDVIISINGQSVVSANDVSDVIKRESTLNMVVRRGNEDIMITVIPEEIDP
rCAG RNA binder: binders of r(CAG) RNA repeats, primary screen, biochemical, fluorescence; r(CAG) RNA repeat, TO-PRO-1 dye displacement fluorescence; inhibition, % at 3 µM; 370,000 compounds, 1.3% hits; AID 651821, 2012;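 active = inhibition above the plate cutoff, the mean of all test compounds on that plate plus 3 SD, cut at about 35% in these data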;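 also: 0% = DMSO alone and 100% = 100 µM mitoxantrone as full dye displacement; higher means more dye released from RNA so lower well fluorescence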
TCR CD3 inh: inhibitors of human TCR-CD3 interaction, primary screen, biochemical, fluorescence, TAMRA-labeled TCR probe | T-cell receptor (TCR) | inhibition, % at 9.4 µM | 360,000 compounds, 0.37% hits; in the data active = inhibition above about 19%;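 also: recombinant mutant TCR 2C K166C tagged with TAMRA read by polarization; 0% = receptor in buffer alone and 100% = receptor with positive control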
SIAE inh: human SIAE inhibitors, primary screen, biochemical, fluorescence polarization, FP-Rh probe, 1536-well HTS; 370,000 compounds, 0.69% hits; inhibition, % at 9.66 µM; AID 1053197, 2014; Sialate O-acetylesterase (Homo sapiens), Q9HAT2; SIAE FP-Rh probe binding;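 active = inhibition above a cutoff: mean of compounds within the control limits plus 3 SD of those, cut at about 17% in these data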;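 also: 0% = plate median of compound wells and 100% = probe without SIAE protein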
TDP2 absorb: human TDP2 enzyme inhibitors, primary screen, biochemical, epi absorbance, recombinant enzyme; Tyrosyl-DNA phosphodiesterase 2 (Homo sapiens), O95551; T5PNP hydrolysis, p-nitrophenol absorbance 415 nm; inhibition, % at 12.8 µM; 370,000 compounds, 0.34% hits;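 active = inhibition above the mean of all tested compounds plus 3 SD, set per campaign, cut at about 25% in these data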;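 also: 0% = DMSO with enzyme and 100% = buffer with substrate but no TDP2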
Target sequence (O95551 whole entry, looked up): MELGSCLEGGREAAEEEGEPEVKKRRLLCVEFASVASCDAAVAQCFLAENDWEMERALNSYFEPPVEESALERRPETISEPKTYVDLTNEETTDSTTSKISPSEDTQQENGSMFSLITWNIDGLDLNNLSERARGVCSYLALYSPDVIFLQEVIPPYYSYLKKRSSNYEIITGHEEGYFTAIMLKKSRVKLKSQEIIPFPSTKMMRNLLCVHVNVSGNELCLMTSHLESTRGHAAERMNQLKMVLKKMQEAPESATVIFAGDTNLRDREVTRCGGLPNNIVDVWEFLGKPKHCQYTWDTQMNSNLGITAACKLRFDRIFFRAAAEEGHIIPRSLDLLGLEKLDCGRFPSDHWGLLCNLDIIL
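System – recombinant human TDP2 · Amount – 120 nM TDP2 per well · Buffer or medium – Mg2+-containing Tris-HCl buffer, pH 7.5 · Reagent – T5PNP substrate, 5 mM · Dosing – 12.8 µM single point, 1% DMSO · Incubation – 2 h at 37 °C · Measured by – epi absorbance · Read-out basis – percent inhibition · Benchmarks – high control without enzyme, low control DMSO plus TDP2 · Repeats – singlicate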
PRMT1 inh: PRMT1 methyltransferase inhibitors, primary screen, biochemical, fluorescence polarization; recombinant PRMT1, activity-based probe fluorescence polarization; inhibition, % at 2.79 µM; Protein arginine N-methyltransferase 1 (Homo sapiens), Q99873; AID 652257, 2013; 370,000 compounds, 1.3% hits;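 active = inhibition above about 21% made by adding two undisclosed values, limit read from the data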
mABHD4 FP: ABHD4 inhibitors, primary screen, biochemical, fluorescence polarization, mouse. (Lyso)-N-acylphosphatidylethanolamine lipase (Mus musculus), Q8VD66. purified mABHD4, FP-Rh probe fluorescence polarization. inhibition, % at 8.92 µM. 370,000 compounds, 0.54% hits;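 active = inhibition exceeding the mean over every tested compound plus 3 SD, cut at about 30% in these data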;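 also: 0% = plate median of compound wells and 100% = S159A mutant with DMSO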
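assay system = mABHD4 protein | compound dosing = single nominal dose of 8.92 µM, 0.89% DMSO final | read-out basis = percent inhibition of probe binding, normalized to plate controls | schedule = Enzyme–compound pre-incubation 45 min, then probe 60 min, both 25 °C | detection = fluorescence polarization, excitation 525 nm, emission 598 nm, BODIPY TMR filters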
Numbers without * were called inactive; . = not tested or not shown; & = joins results of further samples.

1. O=S(=O)(Nc1ccc(-c2cn3c(n2)SCC3)cc1)c1cc(F)ccc1F
2. CCC(C(=O)NC1CCCC1)N(C(=O)Cn1nnc(-c2ccc(C)o2)n1)c1ccc(F)cc1 (stereo unspecified)
3. CC(C)(C)N/C=C(\C#N)S(=O)(=O)c1ccc(Br)cc1
4. CC1(C)CC(=O)C=C(NCc2ccccc2)C1
5. Cc1nc(NNC(=O)c2ccc(Cl)cc2Cl)cc(-c2ccccc2)n1
6. COc1ccc(Cn2c(-c3ccccc3C)nc3c(c(=O)c4ccccc4n3C)c2=O)cc1
7. COc1ccc(N2C(=O)CC(Cc3ccc(Br)cc3)C2=O)cc1 (stereo unspecified)
8. COC(=O)C1=C(C)OC(N)=C(C#N)C1c1ccc(OC)c(OC)c1OC (stereo unspecified)

Screen / compound no.,1,2,3,4,5,6,7,8
NR1D1 modulator,-7,6,-11,3,2,45*,-8,-1
PG9 Ab binder,-1.6,-0.4,0.0,-1.0,1.0,1.5,3.2,0.8
LEDGF integ inh,1,-2,2,-1,2,0,-4,1
HTRA1 inhibitor,-1,2,.,-1,0,-5,-5,-2
rCAG RNA binder,20,-2,-6,-3,7,-1,-1,-3
TCR CD3 inh,1,5,-1,-2,-3,2,6,-2
SIAE inh,3,1,1,-4,1,9,5,6
TDP2 absorb,-3,-1,-2,-6,-8,-10,1,2
PRMT1 inh,0,0,0,0,-3,3,-4,5
mABHD4 FP,1,6,-5,0,0,4,-6,6

9. COc1ccccc1C=NNC(=O)NN=Cc1ccccc1OC
10. CCOC(=O)c1ccsc1NC(=O)c1ccco1
11. CCCC(=O)Nc1cccc(NC(=O)c2ccc([N+](=O)[O-])cc2Cl)c1
12. CCn1cc(C(=O)NC2CCCCC2)c(=O)c2ccc(C)nc21
13. COc1ccc(CC(=O)Nc2ccc(S(=O)(=O)NC(C)C)cc2)cc1
14. CCc1nc2ccc(C(=O)N(C)CCN(C)C)cn2c1N(C)CCC(C)C
15. COc1cc(C(=S)N2CCC(C(N)=O)CC2)ccc1O
16. CCCCOc1ccc(NC(=O)CSc2nnnn2C)cc1

Screen / compound no.,9,10,11,12,13,14,15,16
NR1D1 modulator,10,-2,4,-1,0,-7,-3,2
PG9 Ab binder,-1.6,-2.5,-0.7,-1.7,-3.7,1.3,-1.3,-0.3
LEDGF integ inh,0,1,2,-2,-1,-2,-4,-2
HTRA1 inhibitor,-13,-8,7,4,-9,.,-6,-9
rCAG RNA binder,4,2,-1,-6,6,-2,-1,-4
TCR CD3 inh,2,11,-5,0,-4,2,7,4
SIAE inh,-3,0,-3,-5,2,-3,-2,8
TDP2 absorb,-2,15,-2,2,2,4,-2,10
PRMT1 inh,-2,-3,-2,-6,-1,2,1,-1
mABHD4 FP,-3,-1,-1,-3,2,6,0,7

17. COC(=O)[C@]1(CNC(=O)Nc2ccc(C)c(Cl)c2)CC(=O)N(C)[C@@H]1c1ccccc1
18. CCOc1cc(S(=O)(=O)n2nc(C)cc2C)ccc1F
19. COc1ccc(OCC(=O)Nn2c(-c3cccc(OC)c3)nc3ccccc3c2=O)cc1
20. Cc1cnc(C)c(Nc2nc(C(N)Cc3ccc(F)cc3)cs2)n1 (stereo unspecified)
21. Cc1ccc(CN2CCC(n3nccc3NC(=O)CCOc3ccccc3)CC2)cc1C
22. Cc1ccccc1NC(=O)c1c(F)c(F)c(F)c(F)c1F
23. COc1ccc(C2C(C#N)=C(N)OC3=C2C(=O)CCC3)c(OC)c1OC (stereo unspecified)
24. CCCc1ncc(C[n+]2ccccc2C)c(N)n1

Screen / compound no.,17,18,19,20,21,22,23,24
NR1D1 modulator,2,-4,2,-8,3,-6,2,-2&3
PG9 Ab binder,.,-1.1,-0.4,-1.6,-0.8,-3.0,-0.7,-0.4
LEDGF integ inh,3,1,0,9,0,-3,4,1
HTRA1 inhibitor,.,11,-3,.,-4,1,-2,6
rCAG RNA binder,2,3,-1,10,-10,-1,1,3
TCR CD3 inh,.,-6,6,3,7,0,4,4
SIAE inh,3,2,-1,0,-3,4,1,-8
TDP2 absorb,-2,-2,5,5,-16,-4,6,-6
PRMT1 inh,-5,0,0,-1,-2,0,0,2
mABHD4 FP,-4,1,-8,12,4,-4,2,-2

25. CC(C)Sc1nnc([C@H](Cc2ccccc2)NC(=O)OC(C)(C)C)o1
26. O=C(Nc1nc2ccccc2n1CCN1CCOCC1)c1ccc(COc2ccccc2Br)o1
27. Oc1cccc2ccc(Nc3ccccn3)nc12
28. O=C(O)c1csc(-c2cccs2)n1
29. CCC(=O)NC1CC2CCCC(C1)N2Cc1ccc(C)cc1 (stereo unspecified)
30. COC(=O)c1ccc(COc2ccccc2/C=N/O)o1
31. CNC(=S)N1C2CCC1CC(NC(=O)NC13CC4CC(CC(C4)C1)C3)C2 (stereo unspecified)
32. CC(=O)c1ccc(-c2cccc([C@H]3[C@@H]4C=CC[C@@H](C)[C@@H]4C(=O)N3Cc3ccccc3)c2)cc1

Screen / compound no.,25,26,27,28,29,30,31,32
NR1D1 modulator,-6,0,3,-4,4,1,-3,-1
PG9 Ab binder,-1.1,-1.0,-13,0.6,-1.9,-0.6,1.4,0.4
LEDGF integ inh,4,-1,-16,0,-5,-3,-3,-1
HTRA1 inhibitor,.,-24,-1,4,1,.,2,-48
rCAG RNA binder,-10,2,2,1,-6,-3,-4,9
TCR CD3 inh,5,-1,2,3,-9,-7,-7,-4
SIAE inh,6,-8,-2,-2,10,-5,5,5
TDP2 absorb,-10,-4,-12,17,-9,2,2,3
PRMT1 inh,17,0,-7,-1,3,-1,-2,3
mABHD4 FP,4,-1,4,5,3,3,2,1

33. Cc1ccc(OCc2nn3c(-c4ccco4)nnc3s2)cc1
34. CCCN(CCC)CCNC(=O)CCC(=O)Nc1ccc2nc(N3CCN(C)CC3)cc(C)c2c1
35. CCC(C(=O)NCc1cccnc1)c1ccccc1 (stereo unspecified)
36. Cc1cc2nnc(SCC(=O)NCc3cccs3)n2c2ccccc12
37. COc1cc(C(=O)Nc2cccc(-n3cnnn3)c2)cc(OC)c1OC
38. C[C@H]1C(=O)N(C)CCN1C(=O)c1ccc(OC2CCN(CCc3ccccc3)CC2)cc1
39. Cc1ccccc1CN(C)CC(=O)Nc1cccc(S(=O)(=O)N(C)c2ccccc2)c1
40. CC(C)CCNC(=O)c1onc(CSc2ccc(F)cc2)c1C(=O)NCCC(C)C

Screen / compound no.,33,34,35,36,37,38,39,40
NR1D1 modulator,-5,-5,0,0,7,-3,-3,1
PG9 Ab binder,1.8,-4.0,0.2,-2.8,-1.0,-0.3,1.8,-1.2
LEDGF integ inh,-4,-4,4,-3,0,3,-1,1
HTRA1 inhibitor,4,5,2,-4,3,3,-32,-7
rCAG RNA binder,-2,-2,0,2,4,1,3,1
TCR CD3 inh,2,-6,8,8,3,-8,-3,8
SIAE inh,2,-1,3,3,-4,0,-12,-11
TDP2 absorb,-4,-7,4,-5,-17,1,-8,-12
PRMT1 inh,2,2,-2,1,-3,-4,4,0
mABHD4 FP,4,4,-1,3,-4,6,-24,0

41. COCCCN1C(=O)C(=O)/C(=C(/O)c2ccc(C)cc2)C1/C=C/c1ccccc1 (stereo unspecified)
42. CCc1nnc(NC(=O)CSCc2cc(=O)n3nc(C(C)C)sc3n2)s1
43. COC(=O)CNC(=O)Cn1cnc2sc(C)c(S(=O)(=O)N3CCN(c4ccccc4OC)CC3)c2c1=O
44. COc1ccc(-c2csc(NCCc3nc4cc(Cl)c(N5CCCCC5)cc4n3CCOCCO)n2)cc1
45. CCOc1ccc(C(=O)N/N=C/c2ccccc2[N+](=O)[O-])cc1
46. C=CCn1c(SCC(=O)NCCCO)nc2sc3c(c2c1=O)CCC3
47. COc1ccccc1N(C)S(=O)(=O)c1ccc(Cl)c(C(=O)NC2=NCCS2)c1
48. Cc1ccc(NC2=CC(=O)CC(c3ccc(Cl)cc3)C2)cc1 (stereo unspecified)

Screen / compound no.,41,42,43,44,45,46,47,48
NR1D1 modulator,-7,-1,0,-3,-3,-7,-1,-2
PG9 Ab binder,-1.6,-1.0,0.4,-1.7,0.0,1.5,1.9,-0.5
LEDGF integ inh,1,-7,-3,0,-2,-6,-3,-4
HTRA1 inhibitor,2,6,6,-5,-2,-1,-1,-12
rCAG RNA binder,4,-4,6,6,-4,-3,2,2
TCR CD3 inh,7,-4,-3,-3,-1,-4,4,-2
SIAE inh,1,-6,-5,1,-2,5,-4,-3
TDP2 absorb,-5,-6,8,4,-1,-2,-7,-8
PRMT1 inh,2,2,0,0,2,4,0,-1
mABHD4 FP,0,4,2,-6,6,-4,0,0

49. O=C1c2ccc(Oc3ccc([N+](=O)[O-])cc3)cc2C(=O)N1c1ccncc1
50. CC(=O)N1CCN=C1SCc1cccc(F)c1
51. Cc1cc(C)c2c(=O)[nH]c(SCc3ccc([N+](=O)[O-])cc3)nc2n1
52. CCn1c2ccccc2c2nnc(SCC(N)=O)nc21
53. COCc1nnc(NC(=O)c2cccc(NC(=O)C(C)C)c2)s1

Screen / compound no.,49,50,51,52,53
NR1D1 modulator,-2,0,-1,-3,2
PG9 Ab binder,-3.2,1.3,-3.4,-4.1,0.2
LEDGF integ inh,2,-2,-1,2,-4
HTRA1 inhibitor,7,5,0,-4,-2
rCAG RNA binder,1,2,1,1,-2
TCR CD3 inh,-1,5,-2,-1,6
SIAE inh,10,-8,-7,-1,-5
TDP2 absorb,-8,0,5,-9,1
PRMT1 inh,-1,1,0,-2,-2
mABHD4 FP,0,2,2,-4,-5

Single records (already shown).
Record of CCn1c2ccccc2c2nnc(SCC(N)=O)nc21 : NR1D1 modulator: -3; PG9 Ab binder: -4.1; LEDGF integ inh: 2; HTRA1 inhibitor: -4; rCAG RNA binder: 1; TCR CD3 inh: -1; SIAE inh: -1; TDP2 absorb: -9; PRMT1 inh: -2; mABHD4 FP: -4
Record of Cc1cc(C)c2c(=O)[nH]c(SCc3ccc([N+](=O)[O-])cc3)nc2n1 : NR1D1 modulator: -1; PG9 Ab binder: -3.4; LEDGF integ inh: -1; HTRA1 inhibitor: 0; rCAG RNA binder: 1; TCR CD3 inh: -2; SIAE inh: -7; TDP2 absorb: 5; PRMT1 inh: 0; mABHD4 FP: 2

High-throughput results from PubChem.

A portion of the library (hit frequency here may not be typical).
